L3MBTL1 inh: inhibitors of human L3MBTL1. 230,000 compounds, 0.66% hits. Q9Y468. Potency, µM (top dose mostly 57.1 µM), for inactives: at the top dose activity, negative = inhibition, hits mostly inhibitors. AlphaScreen L3MBTL1–H3K9me1 peptide binding; active = well fitted inhibition curve with a large enough effect; inconclusive = small, poorly fitted or top-dose-only effect; inactive = no such curve, though single readings can be large or run the other way; note: nearly all actives have a fitted effect of over 60% in size
Target sequence (Q9Y468 whole entry, looked up): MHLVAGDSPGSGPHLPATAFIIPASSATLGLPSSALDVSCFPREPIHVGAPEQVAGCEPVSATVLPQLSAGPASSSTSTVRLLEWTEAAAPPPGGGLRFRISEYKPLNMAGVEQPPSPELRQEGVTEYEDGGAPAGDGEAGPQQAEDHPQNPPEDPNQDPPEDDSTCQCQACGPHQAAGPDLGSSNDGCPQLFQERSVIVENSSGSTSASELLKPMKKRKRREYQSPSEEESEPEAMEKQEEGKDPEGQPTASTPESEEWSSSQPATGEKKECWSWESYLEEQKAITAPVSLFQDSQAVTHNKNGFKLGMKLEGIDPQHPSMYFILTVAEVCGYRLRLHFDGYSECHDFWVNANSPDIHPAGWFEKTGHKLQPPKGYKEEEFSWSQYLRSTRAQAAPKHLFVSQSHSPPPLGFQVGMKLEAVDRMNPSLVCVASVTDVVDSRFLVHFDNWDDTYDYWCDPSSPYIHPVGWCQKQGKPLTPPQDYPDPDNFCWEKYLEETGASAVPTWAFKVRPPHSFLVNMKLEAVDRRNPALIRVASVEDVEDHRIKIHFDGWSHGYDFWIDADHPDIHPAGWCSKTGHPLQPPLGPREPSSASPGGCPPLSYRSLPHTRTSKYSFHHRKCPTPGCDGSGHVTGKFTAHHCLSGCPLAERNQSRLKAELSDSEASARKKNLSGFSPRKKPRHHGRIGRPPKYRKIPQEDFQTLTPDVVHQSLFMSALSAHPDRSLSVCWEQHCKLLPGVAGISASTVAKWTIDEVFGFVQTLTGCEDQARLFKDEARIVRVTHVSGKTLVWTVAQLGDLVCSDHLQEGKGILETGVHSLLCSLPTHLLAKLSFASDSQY
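AlphaScreen proximity signal between nickel-chelate acceptor and streptavidin donor beads (final 10 ug/mL) reports binding of 50 nM L3MBTL1 to 75 nM biotin-H3 K9me1 peptide; complex incubated with compounds 30 min at room temperature; cefsulodin titration as control.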
Starred values were filed as active, the others as inactive; ? = inconclusive; [ ] = remark or other dose. % is set by controls: 0 for no effect and ±100 for the full control effect; potency is the fitted concentration of half-maximal effect. A portion of the library; count on the stated rates, not on these rows.

L3MBTL1 inh | Structure
? | O=C1C=C(Nc2cccc3cccnc23)c2ccccc2C1=O
-5% | CC[C@]12c3[nH]c4ccc(Cl)cc4c3CCN1C(=O)[C@@H](CC(=O)NCCc1ccccn1)C[C@@H]2C(=O)N1CCN(C(=O)c2ccco2)CC1
2% | COc1cc2c(cc1OC)C(c1ccc(C)cc1)NC(=O)C2 (centres undefined)
-5% | COc1ccc(C2C(C(C)=O)=C(C)Nc3ncnn32)cc1 (centres undefined)
3% | Cc1c(CCC(=O)NCCCN2CCCC2=O)c(=O)oc2cc(O)ccc12
-7% | COc1ccc([C@H]2CC(=O)C=C(c3cc(OC)ccc3OC)C2)cc1
10% | Cc1cccc(OCCOC(=O)c2ccc(F)c(S(=O)(=O)N3CCOCC3)c2)c1
-2% | O=C(Cc1n[nH]c(=O)c2ccccc12)OCC(=O)c1ccc(F)c(F)c1
2%[2.29 µM] | COc1ccccc1N1CCN(C2CC(=O)N(c3cccc(Cl)c3)C2=O)CC1 (centres undefined)
0% | O=C(O)CNS(=O)(=O)c1ccc2c(c1)C(=O)c1cc(S(=O)(=O)NCC(=O)O)ccc1-2
2% | Cc1cc(=O)oc2cc(OCC(=O)Nc3cccnc3)ccc12
-4% | C[C@]12C=CC(=O)C=C1CCC1C2CC[C@@]2(C)C1CCC21OCCO1 (some centres undefined)
9% | O=C(NCc1ccccc1)C1CCCN1S(=O)(=O)c1ccc(F)cc1 (centres undefined)
-3% | COc1ccc(S(=O)(=O)N2CCOCC2)cc1NC(=O)c1ccc(Cl)cc1
-10% | COc1ccc([C@H]2CC(=O)C=C(c3cc(F)ccc3F)C2)cc1OC
-2% | CSc1ccccc1C(=O)NCCSc1ccc(C)cc1
3% | O=S1(=O)N[C@@H](CC2CCCCC2)COc2cc(Br)ccc21
1% | CCN(C(=O)CN1CCC(C)CC1)c1c(N)n(Cc2ccccc2)c(=O)[nH]c1=O
22% | Nc1ccc(-c2cc3ccccc3c(=O)o2)cc1
7% | Cc1onc(-c2ccccc2)c1C(=O)NC1CCC(C)CC1 (centres undefined)
31%[activator] | CN(C)S(=O)(=O)c1ccc(N2CCCC2)c(C(=O)NNC(=O)c2ccc(F)cc2)c1
1% | CCC(C)[C@H]1COCCS(=O)(=O)N1Cc1ccc(Cl)cc1Cl (some centres undefined)
-10% | O=C(c1cn(Cc2ccccc2)nc1-c1ccc(Cl)cc1)N1CCN(c2ccccn2)CC1
-8% | CCc1cccc(CC)c1-n1c(SCC(=O)N2CCc3ccccc32)nc(O)cc1=O
19% | COCc1cc(C)nc2sc(C(=O)Nc3cccc(OC)c3)c(N)c12
11% | COc1ccc(C(=O)Nc2nc(C)c(C(C)=O)s2)cc1S(=O)(=O)N1CCOCC1
-5% | Cc1cccn2c(=O)nc(SCC(=O)N3CCCCCC3)nc12
-21% | CC(Oc1ccc2c(-c3ccccc3)cc(=O)oc2c1)C(=O)NC(Cc1c[nH]c2ccccc12)C(=O)O (centres undefined)
11% | CCN(CC)C(=O)c1cn(CCC#N)nc1-c1ccc2ccccc2c1
-5% | CC(CCN1CCN(c2ccc(F)cc2)CC1)c1ccccc1 (centres undefined)
3% | CC1(C)CCc2cc(S(=O)(=O)N3CCN(S(=O)(=O)c4c(F)cccc4F)CC3)ccc2O1
10% | Cc1ccc(NC(=O)COC(=O)CCC(=O)c2cccs2)c(Br)c1
-4% | CC(=O)Nc1cccc(C(=O)OCC(=O)NC(=O)Cc2ccccc2)c1
3% | CN1CCN(CC(O)COc2ccc(S(=O)(=O)N3CCOCC3)cc2)CC1 (centres undefined)
-4% | OCC[C@@H]1C[C@H](O)[C@@H](O)[C@]2(OCCc3ccccc32)O1
8% | O=C(COC(=O)COc1ccc(Cl)cc1Cl)NC1CC1
-9%[2.29 µM] | CC(=O)c1c(-c2ccccc2)[nH]c2ccccc12
4% | CCCCN(C(=O)COC(=O)c1ccccc1)c1c(N)n(CCC)c(=O)[nH]c1=O
-7% | CN(C)S(=O)(=O)c1cccc(C(=O)Nc2ccccc2C(=O)NC2CC2)c1
4% | Cc1ccc(NC(=O)C(C)OC(=O)CCN=C2NS(=O)(=O)c3ccccc32)cc1 (centres undefined)
0% | Cc1ccc(CN2CC(C(=O)N3CCN(c4ccccc4Cl)CC3)CC2=O)cc1 (centres undefined)
-2% | CCc1nnc(NC(=O)c2ccc(-c3ccc(C(C)=O)cc3)o2)s1
1% | N#CC1(NC(=O)COC(=O)c2nccnc2N)CCCCC1
-2% | CN(C(=O)c1ccc(NC(=O)Cc2ccc([N+](=O)[O-])cc2)cc1)C1CC1
0% | Cc1c(Cc2ccccc2)c(=O)oc2cc(OC(C)C(=O)NCC3CCC(C(=O)O)CC3)c(Cl)cc12 (centres undefined)
36%[activator] | COc1ccc(-c2cc(Cl)cc3c(=O)c4ccccc4n(C)c23)cc1F
-11% | CCOc1ccc(CCNC(=O)COC(=O)c2cccc(S(=O)(=O)N3CCCCC3)c2)cc1OCC
3% | C[C@H]1CN([C@@H](C)CO)C(=O)c2cc(NC(=O)c3ccncc3)ccc2O[C@H]1CN(C)Cc1ccc(C(=O)O)cc1
3% | COc1cc(CNn2c(C)n[nH]c2=S)cc(Br)c1OCC(=O)NC(C)(C)C
6% | CS(=O)(=O)c1ccc(Cl)c(NC(=O)COC(=O)C23CC4CC(CC(C4)C2)C3)c1
-7% | COc1ccc(C(c2c(C)n(C)n(-c3ccccc3)c2=O)c2c(C)n(C)n(-c3ccccc3)c2=O)cc1OC
6% | CCOc1ccc(S(=O)(=O)N2CCOCC2)cc1NC(=O)C1=COCCO1
-3% | Cc1ccc(CN2CC(C(=O)NC(c3nc4ccccc4[nH]3)C(C)C)CC2=O)cc1 (centres undefined)
-11% | Cc1cc(C(=O)OC(C)C(=O)N2CCc3ccccc32)ccc1[N+](=O)[O-] (centres undefined)
6% | COc1cccc(N2CCN(C(=S)Nc3ccc(F)cc3)CC2)c1
-5% | CSc1nc(N)nc2c1ncn2CC(=O)N[C@H](CO)Cc1c[nH]c2ccccc12
-3% | CCOC(=O)c1c(-c2ccc3ccccc3c2)csc1NC(=O)CCCC(=O)O
70%[activator] | CCN1C(=O)c2cccc3c(S(=O)(=O)N4CCC(C)CC4)ccc1c23
4% | Cc1ccccc1NS(=O)(=O)c1ccc(C(=O)N(C)CC(=O)Nc2ccccc2Br)cc1
9% | C=CCc1ccc(OCCn2cncn2)c(OC)c1

15 of the compounds above, tab-delimited.
smiles	L3MBTL1 inh
COc1ccc(-c2cc(Cl)cc3c(=O)c4ccccc4n(C)c23)cc1F	36%[activator]
CCOc1ccc(CCNC(=O)COC(=O)c2cccc(S(=O)(=O)N3CCCCC3)c2)cc1OCC	-11%
C[C@H]1CN([C@@H](C)CO)C(=O)c2cc(NC(=O)c3ccncc3)ccc2O[C@H]1CN(C)Cc1ccc(C(=O)O)cc1	3%
COc1cc(CNn2c(C)n[nH]c2=S)cc(Br)c1OCC(=O)NC(C)(C)C	3%
CS(=O)(=O)c1ccc(Cl)c(NC(=O)COC(=O)C23CC4CC(CC(C4)C2)C3)c1	6%
COc1ccc(C(c2c(C)n(C)n(-c3ccccc3)c2=O)c2c(C)n(C)n(-c3ccccc3)c2=O)cc1OC	-7%
CCOc1ccc(S(=O)(=O)N2CCOCC2)cc1NC(=O)C1=COCCO1	6%
Cc1ccc(CN2CC(C(=O)NC(c3nc4ccccc4[nH]3)C(C)C)CC2=O)cc1 (centres undefined)	-3%
Cc1cc(C(=O)OC(C)C(=O)N2CCc3ccccc32)ccc1[N+](=O)[O-] (centres undefined)	-11%
COc1cccc(N2CCN(C(=S)Nc3ccc(F)cc3)CC2)c1	6%
CSc1nc(N)nc2c1ncn2CC(=O)N[C@H](CO)Cc1c[nH]c2ccccc12	-5%
CCOC(=O)c1c(-c2ccc3ccccc3c2)csc1NC(=O)CCCC(=O)O	-3%
CCN1C(=O)c2cccc3c(S(=O)(=O)N4CCC(C)CC4)ccc1c23	70%[activator]
Cc1ccccc1NS(=O)(=O)c1ccc(C(=O)N(C)CC(=O)Nc2ccccc2Br)cc1	4%
C=CCc1ccc(OCCn2cncn2)c(OC)c1	9%

The list goes on:
L3MBTL1 inh | Structure
36%[activator] | C=C[C@@H](C)N(Cc1ccc(OC)cc1)S(=O)(=O)N(Cc1ccccc1)[C@H](C=C)C(C)C
-1% | CCc1ccc(/C(C)=N/NC(=O)c2ccc(-n3cnnn3)cc2)cc1
1% | CCOC(=O)C1(CCOc2ccccc2)CCN(CC2CC2)CC1
-5% | COc1ccccc1N(Cc1ccccc1)S(=O)(=O)c1cccc(C(=O)NCC2CCCO2)c1 (centres undefined)
-6% | O=C(CSc1ncnc2sccc12)N1CCN(C(=O)c2cccs2)CC1
-8% | CCCNC(=O)c1ccc(Cn2cc(-c3ccc(OC)cc3)nc2C(C)N)cc1 (centres undefined)
-19% | CCN(CC)c1ccc(NC(=O)CN2C(=O)NC3(CCc4ccccc43)C2=O)cc1 (centres undefined)
6% | O=C(N[C@H](Cc1ccc(Cl)cc1)C(=O)O)OCC1c2ccccc2-c2ccccc21
? | CCC(=O)c1ccc(OCC(=O)Nc2nc(-c3cccnc3)cs2)cc1
2% | CC1CC(C)CN(C(=O)CSc2n[nH]c(N)n2)C1 (centres undefined)
-8% | COc1cc(OC)c(OC)cc1CNC(=O)c1cccc(S(=O)(=O)N2CCc3ccccc3C2)c1
4% | CC(Oc1ccc(Cl)cc1C(N)=O)C(=O)N1CCc2ccccc21 (centres undefined)
46%[activator] | CCOC(=O)c1ccccc1NC(=O)C1=COCCO1
-3% | Cc1ccc(NC(=O)Cc2ccccc2F)cc1S(=O)(=O)N1CCCCCC1
? | COc1cc(OC)cc(C(=O)NCCS(=O)(=O)N2CCN(Cc3ccccc3)CC2)c1
3% | Cc1cc(OC(=O)c2ccccc2C(F)(F)F)c([N+](=O)[O-])c(=O)[nH]1
7% | Cc1cc2c(Nc3cccc(O)c3)ncnc2s1
-8% | CN(CC(=O)Nc1ccc(F)cc1)CC(=O)N1CCCCC1
0% | COc1ccccc1CNC(=O)c1ccc2nc(N3CCOCC3)sc2c1
6% | CCOC(=O)CCCCCC(=O)Nc1ccc2c(c1)C(=O)N([C@H](C)CO)C[C@@H](C)[C@H](CN(C)S(=O)(=O)c1cn(C)cn1)O2
-11% | CC(=O)O[C@H]1[C@@H](O)[C@H](O)[C@H](Oc2c(O)c(C)c3c4c2[C@@H](C)CC[C@@H]4[C@@H](C)C[C@H]3C=C(C)C)O[C@H]1C
-1% | Cc1c(NC(=O)c2cccc(NC(=O)Cc3ccc(F)cc3)c2)c(=O)n(-c2ccccc2)n1C
40%[activator] | O=C(c1cnn(C(=O)c2ccco2)c1)c1cc(F)ccc1O
-8% | O=C(CNC(=O)c1ccccc1)OCc1nnc(-c2ccccc2)o1
7% | CCOc1ccc(C(=O)COC(=O)c2nn(CC)c(=O)c3ccccc23)cc1
1% | Cc1[nH]nc(C(F)(F)F)c1CCC(=O)NC1CCCCCC1
-4% | O=C(CN1CCCC1c1cccs1)Nc1cc(S(=O)(=O)N2CCCC2)ccc1Cl (centres undefined)
4% | Cc1c(C(=O)Nc2cccnc2)oc2ccc(Br)cc12
8% | CC1CCC(NC(=O)c2ccc(NS(=O)(=O)c3ccc4[nH]c(=O)[nH]c4c3)cc2)CC1 (centres undefined)
-9% | COc1cccc(-c2sc3ccc(OC)cc3c2-c2ccc(C(N)=O)cc2)c1
-10% | CC(=O)c1c(C)[nH]c(C(=O)COC(=O)c2ccc(C)s2)c1C
2% | COCCN(Cc1ccccc1)C(=O)c1ccc(C(=O)c2ccccc2)cc1
14% | Cc1ccc(C2=CC(=O)C[C@H](c3ccc(F)cc3)C2)cc1
-1% | CN(C(=O)CSc1nnnn1C)C1(C#N)CCCCC1
4% | O=C(COc1ccccc1F)NNC(=O)c1ccc(F)c(S(=O)(=O)N2CCOCC2)c1
3% | Cc1noc(C)c1S(=O)(=O)Nc1ccc2c(c1)C(=O)N([C@H](C)CO)C[C@H](C)[C@@H](CN(C)C(=O)Nc1ccccc1)O2
4% | CCOc1ccc(/C=C/C(=O)N(C)CC(=O)Nc2cccc(F)c2)cc1OCC
34%[activator] | CC1(C)Cc2c(sc3nc(=S)[nH]c(N)c23)CO1
-6% | CCC(C)n1c(SCC(=O)NC2CCS(=O)(=O)C2)nc2ccccc2c1=O (centres undefined)
-1% | CC(OC(=O)CNC(=O)COc1ccccc1)C(=O)N(C)Cc1ccccc1 (centres undefined)
5% | COc1ccc(-c2noc(N3CCC(C(=O)NCc4ccc(F)cc4)CC3)n2)cc1
0% | CC(C)(CNC(=O)Cc1ccc(NS(=O)(=O)c2cccc(C(F)(F)F)c2)cc1)N1CCOCC1
-1% | CC(=O)Nc1ccc(S(=O)(=O)NCCC(=O)N2CCN(C(c3ccccc3)c3ccccc3)CC2)cc1
6% | CCN1CCN(S(=O)(=O)c2ccc(Cl)c(C(=O)N(C)CCOc3ccc(Cl)cc3)c2)CC1
-6% | CCN1C(=O)[C@H]2[C@@H](c3ccc(-c4cccc(Cl)c4)c(OC)c3)N[C@@](C)(C(=O)OC)[C@H]2C1=O
-2% | Cc1cc(Cl)ccc1OCC(=O)OCC(=O)NC1CCCC1
-6% | O=C1N[C@@H](c2ccccc2)COC(=O)[C@@H](Cc2ccc(F)cc2)CC/C=C/C[C@H]1CC(=O)N(CCO)Cc1ccccc1
-8% | CCc1ccc(NC(=O)CN(C(=O)N2CCN(CC)CC2)S(=O)(=O)c2ccc(C)cc2)cc1
0% | COc1ccc(S(=O)(=O)N2CCC(C(=O)N(CC(C)C)C3CCS(=O)(=O)C3)CC2)cc1OC (centres undefined)
75%[activator] | CCOc1ccc(CNC(c2ccccc2)c2ccccc2)cc1
-2% | CCc1cccc(C)c1NC(=O)COC(=O)C1CCN(S(=O)(=O)c2ccccc2)CC1
3% | COc1cc(OC)cc(C(=O)N2CCC(C(=O)c3ccc(F)cc3)CC2)c1
-9% | CN(C)c1ccc(C(=O)OCC(=O)c2ccc[nH]2)cc1
11% | O=C(CC(=O)N/N=C\c1ccccc1[N+](=O)[O-])NCCc1ccccc1
